Screening data: PubChem BioAssay, National Center for Advancing Translational Sciences (NCATS)
ELG1 genotox – induces genotoxicity in HEK293T cells with luciferase-tagged ELG1; actives 1.3% (n = 330,000); AID 504466; Potency, µM (series often up to 46 µM), without a hit: at the highest dose activity change, positive = activation, actives largely listed as activators; HEK293T ELG1-luciferase reporter, luminescence, 16 h; note: potency is the fitted concentration of half-maximal effect; % of control where 0% means no effect; nearly all actives have a fitted effect of over 60% in size
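ELG1-luciferase HEK293T cells, 2,000/well; compound pinned in; 16 hr, 37 °C, 5% CO2; ONE-Glo, 30 min RT; luminescence on CCD imager.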
Rab9 promoter act – activators of Rab9 promoter; Huh7 Rab9 promoter-luciferase reporter, luminescence, 24 h; Potency, µM (highest dose often 9.22 µM), for the others: at the top dose activation, negative = inhibition, most hits filed as activators; actives 2.8% (n = 320,000); note: potency is the fitted concentration of half-maximal effect; % of control where 0% means no effect; nearly all actives have a fitted effect of over 60% in size
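Huh7 reporter line, Rab9 promoter upstream of luciferase. Compound exposure 24 h at 37 °C in reduced-serum medium with 10% FBS. Read-out: luminescence.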
VP16 counter – inhibits Gal4-VP16 luciferase reporter, ROR gamma counter-screen; Drosophila S2 Gal4-VP16 UAS-luciferase, luminescence, 20 h; Potency, µM (titrated, usually from 53.6 µM), inactives show at the highest dose activity, negative = inhibition, actives largely listed as inhibitors; actives 3.5% (n = 310,000); AID 2546;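 note: Gal4-VP16 expression switched on by copper sulfate through the metallothionein promoter; potency is the fitted concentration of half-maximal effect; % is set by controls: 0 for no effect and ±100 for the full control effect; nearly all actives have a fitted effect of over 50% in size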
TRPV1 ag – human TRPV1 agonism; Q8NER1; TRPV1-expressing cells, Fluo-8 calcium influx, agonist mode; AID 540275; activation, % at 8.33 µM; actives 0.19% (n = 320,000); in the data active = activation above about 80%; inconclusive = between about 30% and that limit; note: 0% is about no effect
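TRPV1-expressing cells were cultured overnight at 35.5C and loaded with Fluo-8 calcium dye for 40 to 90 min at room temperature. After a 10 s baseline, compound was added and calcium influx was read kinetically for 3 min (ex 480/em 520 nm).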
Tb PFK inh – blocks T. brucei phosphofructokinase | actives 0.17% (n = 330,000) | T. brucei PFK, ADP-Glo luminescence | O15648 | Potency, µM (titrated, usually from 57.5 µM), for the others: at the top dose activity, negative = inhibition, most hits filed as inhibitors | AID 485367;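 note: potency is the fitted concentration of half-maximal effect; 0% = uninhibited 1x PFK enzyme wells and -100% = no-enzyme wells; nearly all actives have a fitted effect of over 60% in size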
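1.25 nM PFK with 0.5 mM F6P and 0.1 mM ATP in 0.1 M TEA pH 8.0, 5 mM MgCl2, incubated 45 min at room temperature; ADP measured by ADP-Glo luminescence; compounds titrated up to 57 uM.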
p53 reactivation – restores transcriptional activity of mutant p53 | H1299 p53-A138V BP100-luciferase reporter, luminescence, 24 h | Potency, µM (top dose mostly 92.2 µM), without a hit: top-dose activity change, positive = activation, hits mostly activators | actives 0.063% (n = 320,000) | AID 504706; note: potency is the fitted concentration of half-maximal effect; % of control where 0% means no effect; nearly all actives have a fitted effect of over 45% in size
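H1299 (p53-null), stable ts p53-A138V + BP100-Luc; 1000 cells/well, Opti-MEM/10% FBS; cpd 4 pt, 1:5; 24 h, 37 deg C, 5% CO2; detection reagent 10 min RT; luminescence.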
ELG1 DNA repair – blocks ELG1-dependent DNA repair in HEK293T cells; actives 2.3% (n = 330,000); Potency, µM (series often up to 46.1 µM), for the others: top-dose activity change, negative = inhibition, actives largely listed as inhibitors; AID 504467; HEK293T ELG1-luciferase reporter, luminescence, 16 h; DNA damage induced by 5-fluorouridine; note: potency is the fitted concentration of half-maximal effect; % is set by controls: 0 for no effect and ±100 for the full control effect; nearly all actives have a fitted effect of over 55% in size
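Step one: seed 2,000 cells per well. Step two: pin-transfer compound or DMSO alongside 5-fluorouridine. Step three: incubate 16 hr, 37 °C, 5% CO2. Step four: add ONE-Glo, wait 30 min, read luminescence.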
BRCA1 expr up – activators of BRCA1 expression; MCF7-BRCA1-FFLuc reporter, luminescence, 48 h; response scale: scaled: vehicle 0%, 10 µM genistein 100%; Potency, µM (series often up to 46.1 µM), without a hit: at the highest dose activation, usual class: activators; actives 1.1% (n = 380,000); AID 624202; note: potency is the fitted concentration of half-maximal effect; nearly all actives have a fitted effect of over 80% in size; some results filed as inactive show a strong effect at the top dose
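MCF7 cells carrying a BRCA1-firefly luciferase reporter (2000 cells/well, phenol-red free MEM) were attached for 2 h at 37 °C, then given compounds for 48 h. Luminescence was read 15 min after luciferase reagent; activity normalized to genistein (10 microM) and DMSO.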
NPC1 prom act – NPC1 promoter activation; Potency, µM (titrated, usually from 9.22 µM), without a hit: top-dose activation, actives largely listed as activators; actives 2.4% (n = 320,000); Huh7 NPC1 promoter luciferase reporter, 24 h; AID 485313;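 note: potency is the fitted concentration of half-maximal effect; % of control where 0% means no effect; nearly all actives have a fitted effect of over 60% in size; reporter is driven by a mutant NPC1 promoter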
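Compounds in DMSO were transferred onto Huh7 NPC1-luciferase reporter cells pre-incubated 2 h; after 24 h at 37 °C, Amplite reagent was dispensed and luminescence recorded 10 min later.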
FLuc counter – counter-screen for miR-21 project: firefly luciferase inhibitors or activators. actives 6.9% (n = 360,000). P08659. purified FLuc, Km substrates, luminescence inhibition. Potency, µM (top dose mostly 57.5 µM), without a hit: top-dose activity change, negative = inhibition, most hits filed as inhibitors;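 note: potency is the fitted concentration of half-maximal effect; plate controls were vehicle for no effect and reference inhibitor for full effect; nearly all actives have a fitted effect of over 55% in size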
Target sequence (P08659 whole entry, looked up): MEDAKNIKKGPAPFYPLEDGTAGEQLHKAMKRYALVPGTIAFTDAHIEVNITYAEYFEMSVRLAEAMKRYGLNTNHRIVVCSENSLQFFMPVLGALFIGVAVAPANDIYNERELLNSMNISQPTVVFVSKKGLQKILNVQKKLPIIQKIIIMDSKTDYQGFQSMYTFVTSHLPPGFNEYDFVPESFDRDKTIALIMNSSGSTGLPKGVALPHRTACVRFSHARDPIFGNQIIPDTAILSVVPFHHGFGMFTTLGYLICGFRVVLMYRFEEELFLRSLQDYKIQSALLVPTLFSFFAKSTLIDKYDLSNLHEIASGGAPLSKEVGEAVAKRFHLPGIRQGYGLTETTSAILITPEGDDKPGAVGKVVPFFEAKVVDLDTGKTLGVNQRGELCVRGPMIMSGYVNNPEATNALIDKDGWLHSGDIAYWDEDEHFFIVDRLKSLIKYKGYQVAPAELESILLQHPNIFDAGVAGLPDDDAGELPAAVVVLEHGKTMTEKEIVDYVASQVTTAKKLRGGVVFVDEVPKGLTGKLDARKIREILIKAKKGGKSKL
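Purified P. pyralis luciferase, 10 nM final, with Km-level 10 uM D-luciferin and 10 uM ATP in 50 mM Tris acetate pH 7.5, 10 mM Mg acetate, 0.01% Tween-20, 0.05% BSA; 6-point qHTS titration about 60 µM downward; luminescence read.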
RORg inh – inhibitors of mouse ROR gamma transcriptional activity | Drosophila S2 Gal4-RORgamma UAS-luciferase reporter, 20 h | Potency, µM (series often up to 53.6 µM), without a hit: at the top dose activity change, negative = inhibition, most hits filed as inhibitors | actives 5.4% (n = 310,000) | AID 2551; note: potency is the fitted concentration of half-maximal effect; % is set by controls: 0 for no effect and ±100 for the full control effect; nearly all actives have a fitted effect of over 60% in size
Target sequence (P51450 whole entry, looked up, the tested form may be a part): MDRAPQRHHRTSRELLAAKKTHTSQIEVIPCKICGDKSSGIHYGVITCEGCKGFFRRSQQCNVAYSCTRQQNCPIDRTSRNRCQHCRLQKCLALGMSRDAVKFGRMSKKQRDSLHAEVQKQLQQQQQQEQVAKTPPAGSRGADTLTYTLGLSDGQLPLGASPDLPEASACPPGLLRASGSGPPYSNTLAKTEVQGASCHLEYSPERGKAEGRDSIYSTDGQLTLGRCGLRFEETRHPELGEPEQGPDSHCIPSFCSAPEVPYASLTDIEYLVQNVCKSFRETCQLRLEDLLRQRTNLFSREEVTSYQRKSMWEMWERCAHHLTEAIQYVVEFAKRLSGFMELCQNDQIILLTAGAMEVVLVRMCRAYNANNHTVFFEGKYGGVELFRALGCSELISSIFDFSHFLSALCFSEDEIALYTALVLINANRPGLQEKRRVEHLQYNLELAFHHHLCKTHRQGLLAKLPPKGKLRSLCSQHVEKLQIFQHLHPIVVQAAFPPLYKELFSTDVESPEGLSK
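ROR gamma transcriptional activity was tracked as Gal4-UAS luciferase output in stably transfected Drosophila Schneider cells, with compound added 1 hr before 700 uM copper sulfate induction and a 20 hr ambient-temperature incubation.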
Numbers without * were called inactive; ? = inconclusive; . = not tested or not shown; [ ] = dose if it differs, or a comment. Unless noted, calls come from the whole dose curve; as a rule, active = well fitted curve in the direction sought with a large enough effect; inconclusive = small, poorly fitted or top-dose-only effect, or another doubt; inactive = no such curve, though single readings can be large; an effect the other way counts as inactive or inconclusive.

SMILES	ELG1 genotox	Rab9 promoter act	VP16 counter	TRPV1 ag	Tb PFK inh	p53 reactivation	ELG1 DNA repair	BRCA1 expr up	NPC1 prom act	FLuc counter	RORg inh
COc1ccc(NC(=O)CSc2cccc3cccnc23)c(OC)c1	3%	-3%	-5%	3	5%	-4%	8%	-9%	0%	0%	-11%[10 µM]
C=CCOC(=O)C1=C(C)NC(SCC(=O)OCC)=C(C#N)C1c1ccc(O)c(OC)c1 (centres undefined)	-5%	-1%	-5%	1	0%	-5%	-17%	-13%	-2%	5%	7%
O=C(c1ccc(-c2ccccc2)cc1)N1CCN(c2ccccc2)CC1	13%	20%	21%	18	1%	?	?	0%	20%	?	13%
S=c1[nH]ncn1/N=C/c1cccs1	5%	-6%	-9%	1	1%	0%	13%	11%	-1%	-5%	?
Cc1c(C(=O)NC(=S)NCc2cccnc2)cccc1[N+](=O)[O-]	-5%	0%	-5%	-2	-10%	-2%	4%	-14%	0%	-3%	-1%
CCN1C(=O)c2ccccc2S(=O)c2ccc(C(=O)N3CCN(C(=O)c4ccco4)CC3)cc21 (centres undefined)	5%	-2%	-7%	-1	0%	-3%	?	22%	1%	-1%	-16%
O=C(CSc1ccccn1)Nc1nc2c(ccc3ccccc32)s1	-1%	-5%	?	-1	0%	8%	-19%	-2%	11%	?	38%
Cn1c(=O)c2nc(Cl)c(-c3ccccc3)nc2n(C)c1=O	-1%	-2%	-2%	-2	0%	-4%	11%	-8%	-2%	0%	-13%
Cc1ccc(C)c(NC(=O)CCCCCN2C(=O)[C@@H]3Cc4ccccc4CN3C2=O)c1	-4%	1%	-6%	-2	-4%	-3%	?	2%	6%	1%	12%
CCOc1ncccc1C(=O)N(CC)CC(=O)Nc1ccc(NC(C)=O)cc1	-1%	-1%	1%	2	5%	1%	-2%	3%	-2%	-2%	-24%
CCN1CCN(C(=S)c2ccc(Cl)c(Cl)c2)CC1	4%	28%	-2%	23	?	-1%	0%	4%	4%	-4%	17%
COc1ccc(S(=O)(=O)Cc2ccc(C(=O)N3CCOCC3)o2)cc1	-6%	0%	-11%	0	0%	-2%	5%	2%	1%	-1%	-23%
COC(=O)c1ccc(NC(=O)CSc2nc(=O)n3cccc(C)c3n2)cc1	2%	-4%	.	-1	-1%	0%	-4%	-10%	-2%	0%	.
Cc1ccc(CNS(=O)(=O)c2c(C)n(C)c(=O)n(C)c2=O)cc1	0%	1%	4%	3	-15%	0%	20%	-1%	-3%	0%	14%
Cc1ccc(C)c(OCC(=O)N/N=C/c2ccsc2)c1	4%	2%	-4%	-1	-8%	-3%	9%	-35%	-2%	-2%	-16%
Cc1ccccc1OCC(=O)NNC(=O)C1CCN(c2ncnc3sc(C)c(C)c23)CC1	-36%[inhibitor]	-2%	.	-1	0%	-7%	21µM*	-33%	2%	2%	.
COc1cccc(C(=O)OC2CCCN(C)C2)c1 (centres undefined)	8%	1%	-2%	-4	0%	11%	29%	-2%	-2%	-2%	-9%
COC(=O)Cn1c(C(O)c2ccccc2)nc2ccccc21 (centres undefined)	3%	-5%	-2%	-4	-1%	.	27%	-7%	-2%	-1%	0%
NS(=O)(=O)c1ccc(CCNC(=O)CSc2nc3ccccc3c(=O)n2CC2CCCO2)cc1 (centres undefined)	0%	-9%	-1%	1	1%	-4%	8%	-16%	10%	-1%	11%
Fc1ccc(N2CCN(c3nc(CN4CCOCC4)nc4scc(-c5ccccc5)c34)CC2)cc1	-12%	-5%	-20%	4	-2%	-7%	?	-68%	-1%	-6%	10µM*
COc1ccc(CCNC(=O)[C@H](C)N2C(=O)N3CCc4c([nH]c5ccccc45)[C@@]3(C)C2=O)cc1	-2%	-7%	-1%	-2	1%	0%	?	-57%	-14%	3%	?
CC(C)C[C@H](NC(=O)N1CC(=O)Nc2ccccc21)C(=O)N[C@@H](C(=O)O)c1ccccc1	1%	4%	1%	1	-2%	9%	2%	14%	-1%	2%	-9%
O=C(Nc1ccc(OCC(=O)N2CCOCC2)cc1)Nc1cccc2ccccc12	-2%	-1%	-5%	-1	-2%	-1%	-5%	-1%	-3%	-10%	24%
Clc1ccc(OCCSc2nnnn2C2CCCCC2)cc1	?	4%	12%	7	1%	18%	?	?	15%	?	?
COc1ccccc1S(=O)(=O)Cc1ccc(C(=O)N2CCN(c3ccc(C)cc3)C(C)C2)o1 (centres undefined)	-43%[inhibitor]	-6%	-12%	0	1%	-7%	21µM*	-44%	-5%	8%	36%
CN(CC(=O)NCCc1ccc(S(N)(=O)=O)cc1)Cc1ccc(Cl)cc1Cl	-13%	-9%	?	10	1%	-1%	-13%	-31%	-7%	1%	?
O=c1ccc2cc(S(=O)(=O)NCCCc3ccccc3)ccc2[nH]1	8%	-4%	-10%	6	-9%	-7%	-2%	-7%	1%	0%	-7%
CC(=O)Oc1ccc(C2(C)CC(C)(C)Oc3cc(OC(C)=O)ccc32)c(OC(C)=O)c1 (centres undefined)	2%	-1%	5%	-4	-11%	2%	1%	-4%	-3%	0%	23%
Cc1cccc(-c2nnc(NC(=O)c3ccc(Cl)cc3)o2)c1	18%	1%	1.4µM*	3	-8%	0%	-6%	-51%	-5%	2%	1.4µM*
O=C(NCC1CCN(Cc2ccccc2F)CC1)Nc1ccccc1F	-7%	-2%	5%	6	1%	1%	12%	24%	-5%	-1%	5%
CCOc1ccc(C2C(C(=O)OC)=CN(CCOC)C=C2C(=O)OC)cc1	3%	-5%	-10%	7	3%	-7%	15%	-4%	-2%	-1%	25%
CCCC1(C(=O)OCC)NC(c2cc(OC)c(OC)c(OC)c2)C2C(=O)N(CC)C(=O)C21 (centres undefined)	2%	-1%	1%	0	1%	0%	-11%	-10%	2%	13%	1%
COc1ccc(N2CCN(C(=O)C3Cc4ccccc4CN3C(=O)c3ccco3)CC2)cc1 (centres undefined)	-1%	-5%	.	1	0%	8%	0%	-4%	-3%	10%	.
O=C(O)CN1CCCCCC1=O	0%	1%	-4%	-2	-3%	3%	-2%	-7%	-5%	-2%	31%
Cc1cc(C)n2nc(CC(=O)NCc3ccc(F)cc3)nc2n1	4%	0%	3%	4	3%	-7%	14%	5%	-1%	-4%	-12%
O=S1(=O)Nc2c(ccc3cccnc23)-c2ccccc21	?	-4%	2.5µM*	11	-6%	-70%[inhibitor]	?	-89%[inhibitor]	-17%	-6%	1.3µM*
Cc1ccc(NC(=O)CN(C)C(=O)C(C)OC(=O)CNC(=O)c2ccc(Cl)c([N+](=O)[O-])c2)cc1 (centres undefined)	1%	1%	.	-1	-3%	2%	4%	-19%	10%	2%	.
Cc1ccc(NC(=Nc2ccc(Br)cc2)N2CCOCC2)cc1C	0%	-2%	-3%	-3	9%	17%	-11%	-8%	1%	-20%	1%
CCn1c2ccccc2c2cc(NC(=O)c3cccc(OC)c3)ccc21	6%	?	-1%	6	-7%	16%	-9%	-18%	?	17µM*	?
CCN(Cc1nc(-c2cccc(C)c2)no1)C(=O)c1ccc2c(c1)OCO2	4%	3%	4%	-8	-3%	-2%	-20%	3%	18%	-7%	?
Cc1ccc(C(c2nnnn2C(C)(C)C)N2CCC(C)CC2)cc1 (centres undefined)	-1%	-3%	-16%	22	-1%	-3%	16%	6%	0%	-1%	?
Cc1nc(CN2CCC(c3ccccc3)CC2)cc(=O)[nH]1	-1%	-7%	-4%	1	4%	14%	-12%	-14%	-3%	7%	-10%
Cc1ccc2oc3c(c(=O)c2c1)C(c1cccc(Cl)c1)N(CCCN1CCOCC1)C3=O (centres undefined)	19%	-5%	3%	19	-5%	-17%	10µM*	-64%[inhibitor]	0%	4%	6%
Cc1ccc(OCC(O)CN2CCOCC2)cc1C (centres undefined)	1%	-3%	7%	1	3%	-4%	-6%	-5%	0%	2%	5%
O=C(Nc1ccccc1)N1CCCC(c2nc(-c3cccs3)no2)C1 (centres undefined)	-5%	6%	0%	?	4%	4%	-13%	9%	15%	?	?
O=C(CSc1nnc(Nc2ccccc2)s1)NCc1ccco1	-4%	10%	-3%	6	1%	1%	?	10%	0%	?	12%

Rows were taken by chance; about 15% have a hit in one of these screens.
